Source: PubChem
aGlu spleen mod – qHTS Assay for Inhibitors and Activators of Human alpha-Glucosidase From Spleen Homogenate | human spleen homogenate, 4-MU-alpha-glucoside fluorescence | 240,000 tested, 0.006% active | Potency, µM (series often up to 79.9 µM), for the others: at the top dose activity change, negative = inhibition, usual class: inhibitors | Lysosomal alpha-glucosidase (Homo sapiens), P10253;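 further: 0% = enzyme with vehicle and -100% = no enzyme basal signal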
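Enzyme source: human spleen homogenate, 1 ug/well. Buffer 50 mM citric acid/K phosphate pH 5.0, 0.01% Tween-20. 4-MU-alpha-glucoside 1 mM; 37 C x 40 min; NaOH/glycine stop; fluorescence.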
HTT cytoprotect – qHTS Multiplex Assay to Identify Dual Action Probes in a Cell Model of Huntington: Cytoprotection (ATP) | PC12 HTT-Q103 induced, cytoprotection, ATP luminescence, 40 h | Potency, µM (series often up to 56.4 µM), inactives show cytoprotection (ATP increase), usual class: activators | 230,000 tested, 0.14% active;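 further: % of control where 0% means no effect; nearly all actives have a fitted effect of over 45% in size; toxic huntingtin expression switched on by the ecdysone agonist tebufenozide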
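Compounds were screened for protection of PC12 cells against cell death after tebufenozide induction (100 nM final) of mutant Huntingtin exon 1 (Q103) fused to GFP.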
IMPase Li inh – qHTS Assay for Identifying the Cell-Membrane Permeable IMPase Inhibitors: Potentiation with Lithium; CHO-M1 cells, IP1 TR-FRET (IP-One), carbachol + lithium; Potency, µM (titrated, usually from 59.4 µM), for inactives: top-dose activity, negative = IMPase inhibition, actives largely listed as inhibitors; 210,000 tested, 0.35% active; AID 1457, 2008;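 further: IP1 builds up when IMPase is blocked and the TR-FRET signal falls; plate controls were basal vehicle for no effect and high inhibitor control for full effect; nearly all actives have a fitted effect of over 50% in size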
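Test compounds were applied to CHO-M1 cells previously cultured for 16–30 h at 2000 per well. A small lithium amount accompanied them; after 30 min at 37C, IP1 was quantified by TR-FRET.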
GAA inhib – qHTS Assay for Inhibitors of Human alpha-Glucosidase as a Potential Chaperone Treatment of Pompe Disease | Lysosomal alpha-glucosidase (Homo sapiens), P10253 | purified human GAA, 4-MU-alpha-glucoside fluorescence | Potency, µM (titrated, usually from 76.9 µM), without a hit: at the top dose activity change, negative = inhibition, actives largely listed as inhibitors | 200,000 tested, 0.005% active;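 further: plate controls were uninhibited enzyme wells for no effect and no-enzyme background for full effect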
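Activity normalized between no-enzyme (basal) and enzyme-only wells. Conditions: 4 nM human enzyme, 400 uM fluorogenic substrate, citrate/phosphate pH 5.0 with Tween-20, 20 min room temperature, compounds up to 77 uM.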
GAA glycogen – qHTS Assay for Inhibitors and Activators of Human alpha-Glucosidase Cleavage of Glycogen; AID 2100, 2009; 300,000 tested, 0.38% active; Potency, µM (series often up to 76.4 µM), for inactives: top-dose activity change, negative = inhibition, most hits filed as inhibitors; Lysosomal alpha-glucosidase (Homo sapiens), P10253; recombinant GAA, glycogen substrate, Amplex Red glucose oxidase fluorescence;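 further: 0% = full enzyme reaction and -100% = no-enzyme basal signal; the screen sought inhibitors and activators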
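Recombinant enzyme (4 nM final) with compounds titrated up to 77 uM and bovine liver glycogen (30 ug) in citrate pH 5.0, 0.01% Tween-20, 37 C 40 min. Released glucose detected by Amplex Red/glucose oxidase (Ex 573/Em 610); AC50 from Hill fits.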
RGS12 GoLoco inh – qHTS Assay for Inhibitors of RGS12 GoLoco Motif Activity (Red Fluorophore) | Guanine nucleotide-binding protein G(i) subunit alpha-1 (Homo sapiens), P63096 | Gai1:RGS12 GoLoco peptide FP, rhodamine, 10 min | Potency, µM (series often up to 61.6 µM), for the others: at the top dose activity, negative = inhibition, actives largely listed as inhibitors | 230,000 tested, 0.44% active | AID 880, 2007; active means well fitted inhibition curve with a large enough effect, not every such curve was filed as active; inactive means no such curve, though single readings can be large or run the other way; further: on the % scale 0 is the no-effect control and ±100 the full control effect; nearly all actives have a fitted effect of over 30% in size; many of its hits are not listed in these tables
Target sequence (P63096 whole entry, looked up): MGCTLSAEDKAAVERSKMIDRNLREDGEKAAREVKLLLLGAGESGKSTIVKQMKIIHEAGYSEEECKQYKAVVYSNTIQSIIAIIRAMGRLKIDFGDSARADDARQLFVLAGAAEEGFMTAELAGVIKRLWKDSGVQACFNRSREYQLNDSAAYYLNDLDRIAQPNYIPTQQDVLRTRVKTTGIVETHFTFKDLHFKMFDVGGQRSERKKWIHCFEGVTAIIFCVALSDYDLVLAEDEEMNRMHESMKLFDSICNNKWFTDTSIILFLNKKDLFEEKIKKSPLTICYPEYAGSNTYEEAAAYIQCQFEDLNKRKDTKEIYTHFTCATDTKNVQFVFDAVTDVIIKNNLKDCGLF
HTT aggregate – qHTS Multiplex Assay to Identify Dual Action Probes in a Cell Model of Huntington: Aggregate Formation (GFP) | PC12 HttQ103-GFP aggregates, Acumen cytometry, 40 h | Potency, µM (doses to about 46.1 µM), inactives show at the highest dose activity change, negative = inhibition, actives largely listed as inhibitors | 220,000 tested, 1.1% active | AID 1688, 2009; further: on the % scale 0 is the no-effect control and ±100 the full control effect; nearly all actives have a fitted effect of over 60% in size
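Aggregate formation scored by laser-scanning cytometer (488 excitation, 500–530 emission) in lysed PC12 cells expressing Q103-GFP after 100 nM tebufenozide induction; library tested in dose series, with ATPLite reagent added in the multiplex.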
Starred values were filed as active, the others as inactive; ? = inconclusive; · = no result given; & = joins results of further samples; [ ] = remark or other dose. Unless noted, the call rests on the fitted dose curve; in most records, active means well fitted curve in the direction sought with a large enough effect; inconclusive means small, poorly fitted or top-dose-only effect, or another doubt; inactive means no such curve, though single readings can be large; an effect the other way counts as inactive or inconclusive. Potency means the concentration at half of the fitted maximal effect. This is a subset. The share of hits here may be higher or lower than overall.

SMILES | aGlu spleen mod | HTT cytoprotect | IMPase Li inh | GAA inhib | GAA glycogen | RGS12 GoLoco inh | HTT aggregate
COc1ccc(CN2C(=O)/C(=C/c3ccc(-c4ccc(Cl)c(C(=O)O)c4)o3)SC2=S)cc1 | -3% | -22% | 13% | 2% | 5% | 96%[activator] | 7%
FC(F)(F)c1cccc(-c2nnc3ccc(C(F)(F)F)cn23)c1 | -9% | -5%[10 µM] | -11%[38.3 µM] | -5%[15.4 µM] | 2% | 10% | -20%
COC(=O)CC1c2ccccc2S(=O)(=O)N1Cc1ccccc1 (stereo not drawn) | -2%&1% | 4%[10 µM] | · | · | 8% | -8% | 2%[9.22 µM]
O=C(O)CC1C(=O)NCCN1C/C=C/c1ccccc1 (stereo not drawn) | -1% | -3% | 22%[38.3 µM] | 4% | 3% | 0% | -1%
COC(=O)Cc1csc(Nc2c(C)n(C)n(-c3ccccc3)c2=O)n1 | -7% | 21%[1.9 µM] | 24%[38.3 µM] | 2% | ? | 6% | 13%
Cc1nc([N+](=O)[O-])c(C(=O)OCc2ccccc2)n1C | -3% | -21% | 6% | 2% | -3% | -8% | -13%
CC[N+](CC)(CCCCS(=O)(=O)[O-])CCNP1(=O)C=C(c2ccccc2)OC(c2ccccc2)=C1 | -7% | -24% | -8% | 4% | 1% | 1% | 0%
COc1ccc(OC)c(NC(=O)c2ccc(CN3CCOCC3)cc2)c1 | -5% | -21% | -6%[38.3 µM] | ? | 1% | 4% | 16%
C(=C\c1ccccc1)/C=N/N1CCN(Cc2ccccc2)CC1 | 10% | 17%[10 µM] | 19% | -4% | -16% | -7% | 8%
CCc1nnc(NC(=O)CSc2nccn2-c2cc(C)cc(C)c2)s1 | 5% | -52%[inhibitor] | -15%[38.3 µM] | -2% | 11% | 14% | 7%
CC1=CC(C)(C)N2C(=O)C3(C(C#N)=C(N)Oc4cc(O)ccc43)c3cccc1c32 (stereo not drawn) | -15% | 15% | 17%[38.3 µM] | -13% | -3% | 8% | 2%
CCOCCCNS(=O)(=O)c1ccc2c(c1)CCN2C(C)=O | -11% | -46%[inhibitor] | 10%[38.3 µM] | ? | 5% | 2% | -15%
COc1ccc(NCc2nnc(SCC(=O)N3CCCc4ccccc43)o2)cc1 | 6% | -9%[10 µM] | 0%[38.3 µM] | -11% | -4% | 10% | -1%
O=S(=O)(NCC(c1ccco1)N1CCN(c2ccccc2)CC1)c1ccc(F)cc1 (stereo not drawn) | 1% | -7%[10 µM] | · | -12% | -1% | · | 19%
CCc1c(C(=O)N/N=C/c2ccc(C)o2)csc1C | -15% | 21%[10 µM] | 3% | 1% | 0% | 5% | -9%
Cc1onc(-c2c(F)cccc2Cl)c1-c1nnc(-c2ccc(C(F)(F)F)cc2)o1 | 1% | 1%[10 µM] | · | · | -4% | -3% | 32%[9.22 µM]
CCN(CC)CCCN1C=C2C(=O)C(C)(OC(=O)C3CCCC3)C(=O)C(c3ccccc3)=C2C=C1CCCC(=O)OC (stereo not drawn) | 4%[17.4 µM] | 15%&-2%[10 µM] | 6% | · | 17% | 8%[14.2 µM] | -21%[9.22 µM]
CC1CCC2[C@](C)(CO)C(O)CC[C@]2(C)C12CCC(CO)(CCO)O2 (stereo partly drawn) | 2% | 11%[1.9 µM] | 8% | · | · | -1% | ·
COc1cc(-c2nc(CN3CCN(c4ncccn4)CC3)c(C)o2)ccc1F | -11% | 3%[10 µM] | 4% | -11% | 6% | 16% | 6%[9.22 µM]
CCCCC(=O)N/C(N)=N/c1nc2ccccc2o1 | -4% | 21%[10 µM] | · | 5%[15.4 µM] | 8% | -5% | 2%[9.22 µM]
COC1(C2=NCCN2)COc2ccccc2O1 (stereo not drawn) | 4% | · | 5% | · | · | 7% | ·
CC(CCc1ccccc1)NC(=O)C1CCN(c2nnc(-n3cccc3)s2)CC1 (stereo not drawn) | -3% | -11% | 25%[38.3 µM] | -11% | 2% | 4% | -17%
CCN(CCCNC(=O)CN(C)S(=O)(=O)c1cccc2nsnc12)c1ccccc1 | -3% | -17% | -9%[38.3 µM] | -4% | ? | -13% | 5%
Nc1cc(Cl)nc(N/N=C/c2c(O)ccc3ccccc23)n1 | -4% | 17%[10 µM] | 10% | -4% | -17% | -1% | -31%
CC1CCN(CCCOc2ccc(OCc3ccccc3)cc2)CC1 | -4% | -18% | 19%[38.3 µM] | -5% | 8% | 10% | -8%
COC(=O)c1ccc(NC(=S)NCCCn2ccnc2)cc1 | 0% | · | 3% | ? | -7% | -6% | ·
CCCCn1nc(-c2ccccc2)c2nc3ccccc3nc21 | 0% | -10% | -21%[38.3 µM] | 1% | -14% | 3% | 2%
CC(C)C(C)(C#N)NC(=O)CSc1nc2scc(-c3ccc(F)cc3)c2c(=O)n1Cc1ccccc1 (stereo not drawn) | -15% | -14%[10 µM] | · | -3% | -9% | · | 14%
CC(NC(=O)c1ccc(N2CCNCC2)c([N+](=O)[O-])c1)C12CC3CC(CC(C3)C1)C2 (stereo not drawn) | 4% | -7%[10 µM] | 4% | -4%[15.4 µM] | -2% | 5% | -1%
CC12CC[C@@H]3c4ccc(OP(=O)(O)O)cc4CCC3C1CCC2=O (stereo partly drawn) | · | 6%[10 µM] | 3% | · | · | -1%[14.2 µM] | ·
CC(=O)Nc1ccc(OCC(=O)N(CC(C)C)C2CCS(=O)(=O)C2)cc1 (stereo not drawn) | -13% | 21%[10 µM] | -4% | -1% | -8% | -14% | 3%
O=C(c1ccncc1)N1CCC2(CC1)CN(C(c1ccccc1)c1ccccc1)C2 | -9% | 17% | -1% | · | · | 5% | ·
O=C(O)c1ccc2c(=O)n(-c3ccccc3)c(=S)[nH]c2c1 | -8% | 5%[10 µM] | · | · | -1% | 2% | 8%[9.22 µM]
Cc1ccccc1CSCc1ccc(C(=O)NCCCN2CCOCC2)o1 | 2% | -198%[inhibitor] | 0% | -7% | 8% | 1% | -2%
O=C(NC(=S)NCc1ccccc1)c1cccnc1 | · | -41%[inhibitor] | 3% | 5% | -2% | 3% | 1%
O=C(CSc1nnc2ccccn12)NC(=O)NC1CCCCC1 | 2% | 4%[10 µM] | 11%[38.3 µM] | 13% | -2% | 4% | -8%
Cc1cc(C)cc(NC(=O)CCNS(=O)(=O)c2ccc3c(c2)oc(=O)n3C)c1 | 2% | 15%[10 µM] | 9% | 4% | -6% | -9% | -8%
CC1(C)Cc2nc(N)c(=O)sc2C1 | -16% | -7% | -19%[38.3 µM] | 1% | 4% | 1% | -6%
CCCCCCNC(=O)N1C/C=C\C(c2ccc(OC)cc2)N(Cc2ccc(F)cc2)C(=O)C1 (stereo not drawn) | -4%&-6% | -17%[10 µM] | · | · | -4% | 8% | 0%[9.22 µM]
CCN1CCN(CC(=O)Nc2cc(F)ccc2C)CC1 | -1% | 5%[10 µM] | 4%[38.3 µM] | 3% | 3% | -2% | -7%

An excerpt from above in order of molecular weight, largest number first.
SMILES | aGlu spleen mod | HTT cytoprotect | IMPase Li inh | GAA inhib | GAA glycogen | RGS12 GoLoco inh | HTT aggregate
Cc1ccccc1CSCc1ccc(C(=O)NCCCN2CCOCC2)o1 | 2% | -198%[inhibitor] | 0% | -7% | 8% | 1% | -2%
O=C(NC(=S)NCc1ccccc1)c1cccnc1 | · | -41%[inhibitor] | 3% | 5% | -2% | 3% | 1%
CC1(C)Cc2nc(N)c(=O)sc2C1 | -16% | -7% | -19%[38.3 µM] | 1% | 4% | 1% | -6%

Next entries follow:
SMILES | aGlu spleen mod | HTT cytoprotect | IMPase Li inh | GAA inhib | GAA glycogen | RGS12 GoLoco inh | HTT aggregate
N#Cc1nc(COc2ccc(Cl)cc2)oc1N1CCN(Cc2ccccc2)CC1 | -10% | -37% | 10%[38.3 µM] | 6% | -2% | 2% | -15%
COc1ccc(C(=O)NCc2ccc3c(c2)OCO3)cc1S(=O)(=O)NCc1ccc(Cl)cc1 | -4% | 18%[10 µM] | 4% | -4% | 17% | 13% | -20%
O=C(Nn1c(-c2ccc(Cl)cc2)nc2ccccc2c1=O)c1cccnc1Cl | -2% | 6%[10 µM] | 4% | 0% | 12% | -6% | 3%
COC(=O)Cn1cnc2c(nnn2Cc2ccc(Cl)cc2)c1=O | -2% | -1% | -17%[38.3 µM] | 1% | 3% | 2% | 16%
O=C(Nc1ncc(Cc2ccccc2Cl)s1)C1CCCO1 (stereo not drawn) | -2% | 29%[10 µM] | 0% | -3% | -3% | 5% | -23%
COc1ccc(N(CC(=O)Nc2ccc(OC)c(Cl)c2)S(=O)(=O)c2c(C)noc2C)cc1 | -1% | -42%[inhibitor] | 0%[38.3 µM] | 1% | 6% | -1% | 5%
O=C1N/C(=N\N=C\c2cccs2)SC1Cc1cccc(Cl)c1Cl (stereo not drawn) | 2% | ? | 7% | -5% | 3% | 3% | 11µM*
Cn1c2ccccc2c(=O)c2c(=O)n(C3CCCCC3)c(-c3cccs3)nc21 | -7% | -80%[inhibitor] | 47%[activator][38.3 µM] | ? | 3% | 34%[activator] | -3%

Laid out differently: 5 of the compounds above
molecule,aGlu spleen mod,HTT cytoprotect,IMPase Li inh,GAA inhib,GAA glycogen,RGS12 GoLoco inh,HTT aggregate
O=S(=O)(NCC(c1ccco1)N1CCN(c2ccccc2)CC1)c1ccc(F)cc1 (stereo not drawn),1%,-7%[10 µM],·,-12%,-1%,·,19%
COC1(C2=NCCN2)COc2ccccc2O1 (stereo not drawn),4%,·,5%,·,·,7%,·
N#Cc1nc(COc2ccc(Cl)cc2)oc1N1CCN(Cc2ccccc2)CC1,-10%,-37%,10%[38.3 µM],6%,-2%,2%,-15%
O=C(O)CC1C(=O)NCCN1C/C=C/c1ccccc1 (stereo not drawn),-1%,-3%,22%[38.3 µM],4%,3%,0%,-1%
C(=C\c1ccccc1)/C=N/N1CCN(Cc2ccccc2)CC1,10%,17%[10 µM],19%,-4%,-16%,-7%,8%
